Assay outcomes from PubChem.
NCI-60 one-dose screen, 48 h, at 10 µM unless noted. Numbers give growth in % (100 = growth as untreated, 0 = no growth, -100 = all killed).
KM12 = KM12 colon cancer cells. 82,000 tested, 5% active
IGROV1 = IGROV1 ovarian cancer. 79,000 tested, 4.7% active. AID 1794786
HT29 = HT29 colon cancer; 81,000 tested, 7.4% active
OVCAR-4 = OVCAR-4 ovarian cancer cells; 80,000 tested, 3.7% active; AID 1794784
HCT-116 = HCT-116 colon cancer | 82,000 tested, 7.3% active | AID 1794798
HCT-15 = HCT-15 colon cancer; 82,000 tested, 5.2% active
SW-620 = SW-620 colon cancer. 82,000 tested, 5.2% active
SK-OV-3 = SK-OV-3 ovarian cancer cells; 80,000 tested, 3.2% active
COLO 205 = COLO 205 colon cancer | 79,000 tested, 7.3% active | AID 1794742
Active calls of the source: *; . = not tested or not shown; & = joins results of further samples. Rule for the calls: active = growth percent below 10; inactive = the rest.

smiles	HT29	SK-OV-3	KM12	OVCAR-4	SW-620	HCT-116	COLO 205	HCT-15	IGROV1
Cc1cc2oc(/C=C/c3ccccc3)cc(=O)c2c(C)c1Cl	107	96	109	99	100	105	104	96	109
COc1ccc(OC)c([N+](=O)[O-])c1	109	113	110	120	99	110	122	106	116
CC(=O)Nc1ccc(S(=O)(=O)c2ccc(NC(C)=O)cc2)cc1	93&112	104&108	113&107	98&120	94&102	97&105	105&112	107&104	111
C=CCc1cc(C)ccc1O	97	113	105	.	110	114	111	101	111
O=C(CCCSc1nc2ccccc2[nH]1)Nc1nnc(-c2ccccc2)o1	116	106	125	115	105	104	109	103	104
O=C(Nc1ccc2c3c(cccc13)CC2)c1cc2c([nH]c1=O)CCCC2	116	95	108	108	115	101	124	109	99
Cc1cnc(C)[nH]1	105	108	98	102	98	89	106	96	103
C[C@@H](C[C@H](CCO)c1ccccc1)c1cc2ccccc2o1	102	100	97	99	93	98	105	100	96
O=C(Nc1ccc(Nc2ncccn2)cc1)NC1C=c2ccccc2=CC1 (stereo not given)	103	106	108	111	106	111	123	102	106
CS(=O)(=O)c1nccc(-c2c(-c3cccc(OCc4ccccc4)c3)nc3occn23)n1	105	.	104	92	101	99	110	101	99
CCOC(=O)/C=C/c1ccc(F)cc1	103	106	109	103	102	106	106	107	106
O=C1OC(Cc2ccccc2)C(c2ccccc2)C1=O (stereo not given)	108	106	104	101	106	107	96	98	110
O=C1/C(=C/c2cccc(Br)c2)COc2ccc(O)cc21	15	115	28	83	-21*	6.7*	85	21	78
CC1=C(C(=O)c2cnccn2)C(c2ccc(O)cc2)NC(=O)N1 (stereo not given)	108	.	109	100	105	102	.	102	106
COc1cc2cn3c4ccc(O)cc4[nH]c(=O)c3c2cc1OC	-70*	.	-2.2*	.	17	-100*	-19*	23	-3.2*
O=C(Nc1ccc(C(F)(F)F)cc1)Nc1ccc2oc(=O)ccc2c1	9.8*	16	16	42	31	8.3*	-26*	10	33
NS(=O)(=O)c1ccc(Nc2nc(N/N=C/c3cc(Br)c(O)c(Br)c3)nc(Nc3ccccc3)n2)cc1	32	100	62	71	41	29	88	81	59
c1ccc(Nc2nnc(-c3cccnc3)o2)cc1	102	94	102	96	104	101	107	103	97
Clc1cccc(CSc2ncnc3c2ncn3C2CCCCO2)c1 (stereo not given)	95	106	92	77	104	89	115	88	110
Nc1nc(-c2ccccc2)cc(-c2cc(-c3ccccc3)nc(N)n2)n1	125	112	113	122	124	119	121	110	110
N=c1oc2ccc(Br)cc2cc1C(=O)Nc1cc(-c2ccccc2)nn1-c1ccccc1	123	106	105	97	98	97	117	92	108
N#CC1CCc2c(c(-c3cn[nH]c3C(F)(F)F)nc3c(F)cc4[nH]ncc4c23)C1 (stereo not given)	42	-1.9*	14	60	8.5*	5.5*	7.0*	86	-4.4*
CCCCOc1ccc(NC(=O)c2sc3nc(C)ccc3c2N)cc1	40	-16*	26	1.3*	.	-67*	80	37	18
O=C(CCc1c[nH]c2ccccc12)Nc1nnc(Cc2ccccc2)s1	101	94	69	103	104	84	104	107	93
Cc1ccc(-n2c(-c3ccc(Cl)cc3)cc(C(=O)OCCO)c2C)cc1O	93	98	94	105	102	83	109	87	98
C#C[C@]1(O)CC[C@@H]2C3[C@H](C)CC4=C(CCC(=O)C4)[C@H]3CC[C@@]21C (stereo not given in full)	97	130	97	87	102	97	120	98	110
O=C(COc1cccc(/C=C2\CSc3ccccc3C2=O)c1)Nc1nccs1	16	116	-40*	78	-74*	-21*	113	75	-52*
CC[N+](CC)=c1ccc2nc3c(cc(N)c4ccccc43)oc-2c1	5.6*	-73*	-44*	-43*	-25*	-27*	-44*	-55*	-42*
O=C1NC(=O)C2(N1)C(=O)c1cccc3cccc2c13 (stereo not given)	99	106	98	99	106	96	105	93	94
O=S(=O)(O)c1cccc2cc(Nc3ccccc3)cc(Nc3ccccc3)c12	120	.	106	97	102	97	.	89	97
COc1ccc(C(=O)/C=C/c2cc(OC)c(O)c([N+](=O)[O-])c2)cc1	114	133	94	94	116	99	109	88	107
Cc1nn(-c2ccccc2)c(Cl)c1/C=C1\SC(N2CCOCC2)=NC1=O	111	103	102	103	108	98	114	86	100
CCOC(=O)C(CCC#N)(CCC#N)C(C)=O	98	120	102	104	104	102	119	100	105
CC(C)C(C#N)C(N)=O (stereo not given)	97	114	118	110	106	103	125	94	108
CCOC(=O)C(C)C/C(C)=N/NC(N)=O (stereo not given)	90	84	102	107	98	86	98	101	104
OC(c1ccccc1)c1nc2ccccc2[nH]1 (stereo not given)	102&104	108&103	119	105&110	107&108	103&95	104&111	108&98	120&102
COCCCNC1=C(C#N)C(=O)NC(c2cccs2)S1 (stereo not given)	100	101	108	93	113	103	110	98	119
C[C@@H](C[C@H](CCOCc1cccnc1)c1ccccc1)c1ccoc1	96	95	94	85	100	89	.	98	89
O=C(O)c1cc(I)ccc1O	104	103	108	107	116	111	127	101	114
CCCCCCCCCCCCCCCCCC	101	93	107	95	113	91	101	98	112
CS(=O)(=O)CC1=NC(=N)N=C1CS(C)(=O)=O	118	115	108	106	106	104	119	107	111
COc1cc(NC(=O)c2ccc(-c3cccc(Cl)c3)o2)ccc1NC(=O)C(C)C	86	120	88	96	112	100	118	87	105
Nc1cccc(C(=O)Nc2ccc3c(O)c(N=Nc4ccccc4)c(S(=O)(=O)O)cc3c2)c1	113	113	117	103	105	89	118	116	111
O=C(NC(Cc1ccccc1)c1nnc2n(Cc3ccccc3)c(=O)c3c4c(sc3n12)CCCC4)c1ccccc1 (stereo not given)	105	106	98	152	102	96	100	88	.
O=C(COc1cccc2cccnc12)Nc1ccc(C(=O)/C=C/c2ccccc2)cc1	101	118	102	112	108	53	109	100	102
CCOC(=O)c1ccc(N2C(=O)c3ccc(C(=O)O)cc3C2=O)cc1	98	104	104	111	98	105	104	101	107
O=CNNc1ccccc1	85	91	59	107	83	83	103	85	84
CN(C)c1ccc(/C=C2/C=C(c3ccccc3)OC2=O)cc1	95	94	63	93	95	100	99	92	75
NS(=O)(=O)c1cccc(N/C=C/C(=O)c2cc3cc(Br)ccc3oc2=O)c1	99	108	105	97	101	103	107	103	101
COc1cc2oc(-c3cccc(NC(=O)Nc4ccc5c(c4)OCO5)c3)cc(=O)c2c(OC)c1OC	48	.	49	69	57	50	76	42	62
CC(C)=CCc1cc(O)cc2c1OC(C=C(C)C)C1=C2C(=O)C2=C(NCCS2(=O)=O)C1=O (stereo not given)	-15*	4.3*	43	2.0*	4.7*	-15*	-61*	28	-22*
CC1([N+](=O)[O-])COC(c2cccc3ccccc23)OC1 (stereo not given)	105	118	104	103	107	104	122	106	108
COC(=O)c1cc2c(cc1C(=O)OC)[n+](Cc1ccc3ccccc3c1)cn2Cc1ccc2ccccc2c1	83	90	90	112	98	104	99	103	84
Nc1c(Br)cc2c(c1Br)C(=O)c1ccccc1C2=O	125	97	99	109	93	103	109	113	94
COc1cc2c(c(OC)c1OC)-c1ccc(NCc3ccccc3)c(=O)cc1[C@@H](NC(C)=O)CC2	-8.1*	-6.6*	13	30	17	9.3*	-82*	12	-16*
CC1CN(CSc2ccccc2)CCN1CSc1ccccc1 (stereo not given)	103	116	100	86	108	94	108	99	100
Cc1ccccc1SSc1ccncc1	106	108	104	103	96	105	112	102	103
O=S(=O)(NCCNc1nccc(-c2c(-c3ccc(F)cc3)nc3sccn23)n1)c1ccc(I)cc1	56	96	65	90	100	61	72	64	79
CN(C)c1oc(-c2ccccc2)nc1C#N	107	.	99	101	100	97	111	97	99
N/N=C(\N)NC(=O)c1ccccc1	111	113	96	106	103	107	116	110	102

Single entries from the list:
IGROV1 result of `O=CNNc1ccccc1` is entered as 84
KM12 result of `O=C(COc1cccc(/C=C2\CSc3ccccc3C2=O)c1)Nc1nccs1` is entered as -40*
OVCAR-4 result of `O=C(Nc1ccc2c3c(cccc13)CC2)c1cc2c([nH]c1=O)CCCC2` is entered as 108
COLO 205 result of `N=c1oc2ccc(Br)cc2cc1C(=O)Nc1cc(-c2ccccc2)nn1-c1ccccc1` is entered as 117
IGROV1 result of `Cc1ccc(-n2c(-c3ccc(Cl)cc3)cc(C(=O)OCCO)c2C)cc1O` is entered as 98
SW-620 result of `COc1cc2oc(-c3cccc(NC(=O)Nc4ccc5c(c4)OCO5)c3)cc(=O)c2c(OC)c1OC` is entered as 57
OVCAR-4 result of `CCCCCCCCCCCCCCCCCC` is entered as 95

Part of the list above in order of heavy-atom count, smallest number first.
smiles	HT29	SK-OV-3	KM12	OVCAR-4	SW-620	HCT-116	COLO 205	HCT-15	IGROV1
CCCCOc1ccc(NC(=O)c2sc3nc(C)ccc3c2N)cc1	40	-16*	26	1.3*	.	-67*	80	37	18
O=S(=O)(O)c1cccc2cc(Nc3ccccc3)cc(Nc3ccccc3)c12	120	.	106	97	102	97	.	89	97
Nc1cccc(C(=O)Nc2ccc3c(O)c(N=Nc4ccccc4)c(S(=O)(=O)O)cc3c2)c1	113	113	117	103	105	89	118	116	111
O=S(=O)(NCCNc1nccc(-c2c(-c3ccc(F)cc3)nc3sccn23)n1)c1ccc(I)cc1	56	96	65	90	100	61	72	64	79

Random excerpt: 5 records from the list, in no set order.
smiles	HT29	SK-OV-3	KM12	OVCAR-4	SW-620	HCT-116	COLO 205	HCT-15	IGROV1
COc1cc2c(c(OC)c1OC)-c1ccc(NCc3ccccc3)c(=O)cc1[C@@H](NC(C)=O)CC2	-8.1*	-6.6*	13	30	17	9.3*	-82*	12	-16*
CN(C)c1ccc(/C=C2/C=C(c3ccccc3)OC2=O)cc1	95	94	63	93	95	100	99	92	75
CC(C)=CCc1cc(O)cc2c1OC(C=C(C)C)C1=C2C(=O)C2=C(NCCS2(=O)=O)C1=O (stereo not given)	-15*	4.3*	43	2.0*	4.7*	-15*	-61*	28	-22*
O=S(=O)(NCCNc1nccc(-c2c(-c3ccc(F)cc3)nc3sccn23)n1)c1ccc(I)cc1	56	96	65	90	100	61	72	64	79
NS(=O)(=O)c1cccc(N/C=C/C(=O)c2cc3cc(Br)ccc3oc2=O)c1	99	108	105	97	101	103	107	103	101

(listing goes on)
smiles	HT29	SK-OV-3	KM12	OVCAR-4	SW-620	HCT-116	COLO 205	HCT-15	IGROV1
CC1(C)O[C@H]2OC(Cn3cc(COc4ccc5ccc(=O)oc5c4)nn3)[C@@H](OCc3ccccc3)[C@H]2O1 (stereo not given in full)	101	102	99	94	110	102	124	91	92
CC(=O)N(Cc1ccccc1)c1nccs1	104	107	106	105	104	104	108	117	107
COc1ccc(N=Cc2sc(=S)[nH]c2O)cc1	105	104	98	113	101	97	107	105	101
O=C(NNc1ccc(Cl)cc1)c1ccc(Cc2n[nH]c(=O)c3cccnc23)cc1	109	104	99	106	103	100	112	101	97
COc1ccc(-c2nnc3c(/C=C/c4ccc(Br)cc4)nc4ccccc4n23)cc1	-34*	112	85	53	-10*	-54*	-53*	-61*	48
O=C(CSc1nnc(-c2ccc(Cl)cc2)n1-c1ccccc1)Nc1ccc(Br)cc1	21	-36*	45	-1.2*	38	-64*	52	67	17
NCCCC[C@H](NC(=O)[C@@H]1CCCN1C(=O)Cc1cccc2ccccc12)C(=O)N[C@@H](CCCN=C(N)N)C(=O)N[C@@H](CCCN=C(N)N)C(N)=O	105	108	108	99	105	99	109	95	110
CCOC(=O)c1ccc(NC(=O)CN2CCOCC2)cc1	89	90	102	108	105	106	111	101	110
COC(=O)c1cccc(C(=O)OC)c1-c1c(C(=O)OC)cccc1C(=O)OC	129	104	101	100	100	101	110	99	108
CN1C(=O)C2(Nc3cc(Cl)ccc3-c3ccnn32)c2cc(Cl)ccc21 (stereo not given)	101	114	104	76	100	85	108	95	94
Cc1cn(-c2cc(NC(=O)c3ccc(C)c(-n4cc(-c5cnc6cccnn56)nn4)c3)cc(C(F)(F)F)c2)cn1	7.4*	124	55	100	85	53	31	85	89
